Assay outcomes: PubChem, several laboratories
Jurkat viability – cytotoxicity toward Jurkat T cells, primary screen, cytotoxicity control, cell-based, Jurkat E6.1, 60K MLSMR library; Jurkat E6.1 viability, ATP luminescence, 48 h; AID 463, 2006; inhibition, % at 4 µM; 56,000 tested, 1.2% active;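 active means inhibition above the mean inhibition of all tested compounds plus 3 SD, cut at about 28% in these data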
NADH enzymes – inhibitors of PK/LDH coupling enzymes, profiling panel, artefact control, biochemical, MLSMR library | coupled PK/LDH NADH assays, four targets | IC50, µM (doses to about 10 µM), inactives show top-dose inhibition | 65,000 tested, 0.02% active | AID 774, 2007;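 active means single-dose screening hits from any of four coupled enzyme assays that gave an IC50 when retested across doses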;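 further: the DPM-DC format reads NADH fluorescence rather than 340 nm absorbance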
HEK293 NFkB inh – inhibitors of PMA/ionomycin-induced NF-kB reporter, primary screen, antigen receptor NF-kB inhibitor project, cell-based, HEK-293 luciferase reporter, luminescence | HEK-293 NF-kB luciferase reporter | inhibition, % at 3 µM | 62,000 tested, 0.21% active;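 active means inhibition above the mean of all tested compounds plus 3 SD, cut at about 40% in these data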;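 further: 0% = stimulated DMSO wells and 100% = 10 µM reference inhibitor 5653914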
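Reagent: PMA plus ionomycin mix as NF-kB-activating stimulus. Assay system: NF-kB luciferase reporter HEK-293 cells. Technique: luminescence from luciferase substrate reagent. Incubation: 1 h compound pre-incubation, 16 h PMA/ionomycin at 37 °C. Benchmarks: DMSO only as uninhibited control, 10 µM reference inhibitor as full inhibition. Repeats: tested once.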
tolC growth inh – growth inhibitors of E. coli tolC mutant, primary screen, strain BW25113 ΔtolC::kan, 384-well | OD615 | growth inhibition, % at 10 µM (by protocol) | 65,000 tested, 2.2% active | AID 573, 2007;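 active means growth inhibition at or above a cutoff equal to the mean over every tested compound plus 3 SD, cut at about 60% in these data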;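 further: growth measured after 20 h incubation at 37 °C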
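Test system: tolC-deleted E. coli BW25113 | Medium: LB with kanamycin 50 µg/mL | Compound dosing: Single concentration, 10 µM final per compound | Schedule: 37 °C, 20 h exposure | Measured by: OD at 615 nm | Evaluation: Percent growth inhibition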
D1 mod – D1 CRE-luciferase signal change, two-sided – cell-based, HEK293 D1, dopamine EC30, D1 allosteric modulator project, primary screen; 58,000 tested, 5.9% active; B-score at 10 µM; dopamine EC30 potentiation; actives deviate in either direction; D(1A) dopamine receptor (Homo sapiens), P21728;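 active means luminescence count or its row- and column-corrected plate score outside the 99.7% band of the plate's sample wells, on either side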
Target sequence (P21728 whole entry, looked up): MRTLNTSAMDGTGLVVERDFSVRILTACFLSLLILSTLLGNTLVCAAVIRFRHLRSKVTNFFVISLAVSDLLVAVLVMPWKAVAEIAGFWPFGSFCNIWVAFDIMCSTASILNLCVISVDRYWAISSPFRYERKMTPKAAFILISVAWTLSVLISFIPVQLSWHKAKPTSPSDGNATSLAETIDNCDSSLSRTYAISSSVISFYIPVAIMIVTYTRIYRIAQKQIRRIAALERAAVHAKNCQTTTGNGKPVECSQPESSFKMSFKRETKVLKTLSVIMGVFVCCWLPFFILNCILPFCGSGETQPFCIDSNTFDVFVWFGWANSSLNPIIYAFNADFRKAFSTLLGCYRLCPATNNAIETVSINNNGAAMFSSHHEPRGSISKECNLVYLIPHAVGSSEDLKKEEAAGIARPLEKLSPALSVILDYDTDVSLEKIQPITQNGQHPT
M1 agonist – M1 muscarinic receptor agonists, primary screen, CHO-M1 cells, Fluo-4 calcium, agonist mode; Fluo-4 calcium fluorescence; active compounds read high; B-score at 10 µM; 64,000 tested, 3% active;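 active means fluorescence rise, raw or as B-score row- and column-corrected plate score, outside the 99.7% band of its plate's samples, either direction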
M1 antagonist – antagonists of rat M1 muscarinic receptor; B-score at 10 µM; CHO-M1 cells, Fluo-4 calcium, ACh EC80 antagonist mode; active compounds read low; Muscarinic acetylcholine receptor M1 (Rattus norvegicus), P08482; 64,000 tested, 3.4% active;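 active means calcium fluorescence response, raw or row-and-column corrected B-score, differing from the plate sample mean either way at a set confidence level, mostly lower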
SF-1 act – activators of human SF-1, primary screen, cell-based, CHO-K1, Gal4-SF-1 LBD, luciferase luminescence | activation, % at 10 µM | AID 522, 2006 | 65,000 tested, 1.9% active | CHO-K1 Gal4-SF-1 LBD luciferase reporter; % increase over DMSO SF-1-specific signal | Steroidogenic factor 1 (Homo sapiens), Q13285;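 active means activation above the mean activation of all tested compounds plus 3 SD, cut at about 50% in these data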
Target sequence (Q13285 whole entry, looked up, the tested form may be a part): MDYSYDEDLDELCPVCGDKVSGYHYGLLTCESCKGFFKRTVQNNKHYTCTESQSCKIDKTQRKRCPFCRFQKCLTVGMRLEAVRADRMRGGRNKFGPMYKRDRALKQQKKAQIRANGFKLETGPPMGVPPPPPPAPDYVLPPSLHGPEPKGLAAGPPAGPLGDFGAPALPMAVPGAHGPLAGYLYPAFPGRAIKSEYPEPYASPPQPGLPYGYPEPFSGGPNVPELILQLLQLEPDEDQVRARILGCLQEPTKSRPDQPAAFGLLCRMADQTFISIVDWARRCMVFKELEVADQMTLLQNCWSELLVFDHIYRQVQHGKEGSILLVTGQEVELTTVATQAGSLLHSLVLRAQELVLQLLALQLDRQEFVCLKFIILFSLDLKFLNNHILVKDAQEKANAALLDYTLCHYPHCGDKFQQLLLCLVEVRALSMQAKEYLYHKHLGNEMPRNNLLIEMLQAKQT
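Test system: CHO-K1 cells with Gal4–hSF-1 LBD chimera plus Gal4-driven luciferase; Input: 4,000 cells/well; Compound: 10 µM only; Times: 20 h compound treatment, 37 °C; Measured by: steady-glow luciferase luminescence, read after 15 min reagent incubation; Measure: percent activation versus DMSO; Control set: DMSO and mock-transfected background; Replicates: one test per compound.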
TNAP act DEA – human TNAP enzyme activators, primary screen, biochemical, luminescent, intermediate phosphate acceptor level; activation factor at 20 µM; AID 813, 2007; purified TNAP, CDP-star luminescence, 100 mM DEA, 30 min; active compounds read high; scale: 0 levamisole-inhibited, 1 vehicle-only enzyme; 64,000 tested, under 10 active;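 active means activation factor of at least 2 at 20 µM, relative to controls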
* hit, by the source's call; · = no result given; [ ] = another dose, or the depositor's remark. A portion of the library; the hit share may differ from the screen's.

SMILES	Jurkat viability	NADH enzymes	HEK293 NFkB inh	tolC growth inh	D1 mod	M1 agonist	M1 antagonist	SF-1 act	TNAP act DEA
O=c1[nH]c(N2CCN(Cc3ccc4c(c3)OCO4)CC2)nc2c1CCC2	8.5	4.0%	28.1	0.0	-0.725	·	·	-3.8	1
Cc1cccc(-n2c(O)c(C=NCc3cccnc3)c(=O)[nH]c2=O)c1C	-10.1	9.0%	1.9	-10.1	-0.725	0.0183	0.06	-8.3	0.8
CN1CC=C2C(C#N)=C(N)C(C#N)(C#N)C(c3ccncc3)C2C1 (stereo not drawn)	·	4.0%	·	10.2	-0.202	78*	-1.22	2.5	0.9
CCN(CC)Cc1c[nH]c2ccccc12	-3.5	3.0%	11.0	-11.9	-8.36*	-1.48	-0.447	7.9	0.9
CC(=O)OC1(c2ccccc2)CCN(C)C2CCCCC21 (stereo not drawn)	3.2	2.0%	12.4	-31.2	-0.0549	-0.0866	0.556	8.4	0.9
CN(C)P1(N(C)C)=NC(C(F)(F)F)=NC(C(F)(F)F)=N1	-5.0	2.0%	4.1	-33.7	0.2	-0.209	0.559	-10.1	0.9
C/C(Cl)=C/CC1(CN2CCCC2=O)C(=O)NC(=O)NC1=O	·	6.0%	·	-3.9	·	-0.278	-0.488	8.2	1
Cc1ccc(Cn2nnnc2CN2CCC(n3nnc4ccccc43)CC2)cc1	4.6	6.0%	7.1	39.9	-0.202	0.748	0.254	10.1	1
COc1cc(C)c(CN2CCN(c3ccccc3)CC2)cc1C	13.9	19.0%	11.6	1.6	-0.00917	0.44	-0.414	-16.3	0.9
O=C1C2CCCN2C(c2ccc(Cl)cc2)N1c1ccccn1 (stereo not drawn)	2.8	7.0%	15.3	-12.8	0.509	0.356	0.122	-1.5	1
COc1ccc2[nH]cc(CCN(C)C)c2c1	·	2.0%	·	11.3	-0.128	0.0643	1.05	25.1	0.9
COc1ncccc1C(=O)NCC(CC(=O)O)c1ccccc1 (stereo not drawn)	·	4.0%	4.0	-8.3	2.14	-0.0646	0.244	4.7	1
CN(C)c1nc(-c2ccccc2)[n+](C)s1	-0.8	8.0%	0.2	-15.1	-0.0112	0.0179	0.388	2.8	1
CCN(CC)CCCNC(=O)c1c(O)c2ccccc2n(Cc2ccccc2)c1=O	·	1.0%	·	3.5	·	-0.267	-5.39*	-1.5	0.7
CCC(C)NC(=O)c1c(N)n(Cc2ccc3c(c2)OCO3)c2nc3ccccc3nc12 (stereo not drawn)	-4.5	7.0%[fluoresces]	6.2	-0.6	1.19	-0.388	1.18	20.1	1.1
O=C1c2ccccc2C(=O)N1Cc1nc2ccccc2c(=O)n1-c1ccc(Br)cn1	2.6	4.0%	-4.9	8.2	-0.015	-0.701	1.16	2.5	1
Cn1cccc1CN1CCN(C(=O)COc2ccccc2)CC1	-3.5	12.0%	8.0	-11.9	0.411	-0.803	-1.14	-4.0	0.9
CN1CCN(C(=O)COc2ccc(C(C)(C)C)cc2Br)CC1	5.7	4.0%	-3.5	0.9	-0.538	-0.497	0.204	-11.6	0.9
CCCCNC(=O)Nc1ccc(C(O)(C(=O)OC)C(F)(F)F)cc1 (stereo not drawn)	·	1.0%	·	0.9	0.148	-0.505	-0.299	1.0	0.9
CC(=NC1CCN(Cc2ccccc2)CC1)c1c(O)n(C)c(=O)n(C)c1=O	-3.5	4.0%	19.3	-7.2	0.191	-1.05	-0.862	-14.0	0.9
CCOC(=O)C1C(=O)N(C)C2(C)CC1c1ccccc1O2 (stereo not drawn)	4.1	8.0%	20.5	-4.0	·	-0.828	0.0521	1.8	1
O=C1CN=C(c2cccs2)c2c(sc3c2CCCC3)N1	85.5*	8.0%	4.1	30.5	-1.16	0.06	-0.452	26.3	0.9
Cn1c(O)c(C=NC2CC3CCC2(C)C3(C)C)c(=O)[nH]c1=O (stereo not drawn)	0.2	6.0%	15.2	1.6	·	0.502	0.512	-6.8	0.9
CCC(=O)N1CCN(CCN=Cc2c(O)n(C)c(=O)n(C)c2=O)CC1	-1.6	5.0%	3.4	-23.1	-0.266	0.503	-0.109	-3.6	0.9
Cc1nc2ccccc2c(=O)n1-n1cnnc1	4.0	7.0%	0.7	-24.5	-1.29	-0.701	-2.71*	-19.9	0.9
(list continues)
SMILES	Jurkat viability	NADH enzymes	HEK293 NFkB inh	tolC growth inh	D1 mod	M1 agonist	M1 antagonist	SF-1 act	TNAP act DEA
CC(C)CC12CN3CCN(CC(C3)C1O)C2 (stereo not drawn)	-5.9	2.0%	5.2	-15.7	-0.026	1.12	1.39*	-10.9	1
Cc1ccccc1-n1c(O)c(C=Nc2ccc(N(C)C)cc2)c(=O)[nH]c1=O	-1.7	5.0%	4.9	-1.6	0.524	1.42	-0.192	1.2	0.8
FC(F)(F)c1ccc2c(c1)ncn2C1CCN(Cc2nnnn2C2CCCCC2)CC1	16.1	3.0%	9.4	38.5	1.15	-0.125	-13.5*	-2.2	0.9
CN1CC=C(c2c[nH]c3ccccc23)CC1	0.2	16.0%	16.3	0.3	-3.68*	0.745	0.011	-7.9	1
Cn1cc(C(=O)c2ccccc2)c2ccccc21	-0.5	0.0%	19.9	1.1	0.615	0.0215	-0.399	-1.8	0.9
CC1(C)CC(=O)C(C=NCCN2CCN(C(=O)Cc3ccc(F)cc3)CC2)=C(O)C1	·	6.0%	·	8.9	-0.768	-0.0614	-0.349	5.6	0.9
CCCCCn1c(=O)c(C(=O)Nc2ccncc2)c(O)c2ccccc21	2.1	6.0%	-12.1	17.6	-0.123	-0.324	0.0202	-6.8	0.9
CC(N=Cc1c(O)[nH]c(=O)[nH]c1=O)c1ccccc1 (stereo not drawn)	-1.2	2.0%	19.2	-15.2	-0.433	-0.02	-0.26	4.9	0.9
CCCCn1c(O)c(C(C)=NCc2ccc(F)cc2)c(=O)[nH]c1=O	-5.1	3.0%	14.3	0.6	4*	-0.499	0.536	13.2	0.9
Cc1nnc2n1-c1ccc(Br)cc1C(c1ccccc1Cl)=NC2	9.3	3.0%	12.2	-5.3	-1.13	1.5	-0.34	-4.6	1
O=P(O)(O)C#Cc1ccccc1	-2.1	3.0%	0.5	-4.3	·	0.0209	-0.094	12.5	1
N#Cc1c(/N=C/c2c(O)n(Cc3ccco3)c(=O)[nH]c2=O)sc2c1CCCC2	-14.1	5.0%	9.8	-6.5	3.03	-0.166	-1.51	-21.0	0.9
Cc1c2ccncc2c(C)c2c1[nH]c1ccccc12	·	1.0%[fluoresces]	·	-15.8	-0.18	34.6*	-0.425	-76.5	0.9
CCCCn1c(O)c(C(C)=Nc2ccc(OCC)cc2)c(=O)[nH]c1=O	-1.9	2.0%	5.2	25.1	-0.58	-0.947	0.272	-9.4	0.9
O=c1c(C=NCCN2CCNCC2)c(O)n(C2CCCCC2)c(=O)n1C1CCCCC1	·	3.0%	·	6.3	-0.939	0.494	-0.252	3.7	0.8
COc1ccc(CCn2c(O)c(C=NCCCN(C)C)c(=O)[nH]c2=O)cc1OC	-4.6	1.0%	4.5	-9.9	0.472	0.319	0.311	4.3	0.9
O=C(c1cc(Br)ccc1Cl)N1CCC2(CC1)OCCO2	1.5	3.0%	20.5	-12.8	-0.609	0.806	-0.324	-8.0	1.1
CCS(=O)(=O)N1CCC(C(=O)N2CCC3(CC2)OCCO3)CC1	0.7	0.0%	-16.5	-12.7	-0.00301	·	·	17.3	0.9
CN1C(=O)c2ccccc2Sc2ccc(C(=O)N3CCC4(CC3)OCCO4)cc21	·	1.0%	18.2	-6.4	9.58*	0.316	0.174	0.4	1
CCOC(=O)c1c(C)n(CCN2CCN(C)CC2)c2ccc(OC)cc12	·	1.0%	14.5	-3.7	·	0.0583	-0.299	4.5	0.9
C=CCOC(=O)C1=C(C)OC(N)=C(C#N)C12C(=O)N(CN1CCOCC1)c1ccccc12 (stereo not drawn)	·	4.0%	·	4.4	·	0.472	0.218	-9.4	1
Cc1cc(Cl)ccc1OCC(=O)N1CCN(C)CC1	2.4	2.0%	6.5	-4.5	-1.23	0.783	0.777	2.0	0.9
Cc1ccnc(-n2c(-c3ccco3)nc3ccccc3c2=O)c1	-2.0	4.0%	19.0	16.8	0.87	0.787	-0.0972	0.5	0.8
Cc1ccc2c(c1)N(CCC(=O)N1CCC3(CC1)OCCO3)C(=O)C(C)O2 (stereo not drawn)	0.2	8.0%	-1.0	-13.8	-0.147	-0.266	0.191	-2.4	0.9
O=c1[nH]c2c(c(=O)n1C1CCCCC1)CCC2	-1.1	5.0%	13.1	-8.2	2.54	0.0471	0.35	-4.9	0.9
New compounds follow.
SMILES	Jurkat viability	NADH enzymes	HEK293 NFkB inh	tolC growth inh	D1 mod	M1 agonist	M1 antagonist	SF-1 act	TNAP act DEA
COc1ccc(Cn2c(N)c(C(=O)NCc3ccco3)c3nc4ccccc4nc32)cc1	7.0	1.0%[fluoresces]	-7.8	29.8	0.463	-0.559	0.0947	5.7	1
CCOC(=O)N1CCC(NC(=O)CCc2nc(C3=CCN(C)CC3)no2)CC1	4.2	3.0%	-4.5	-11.4	-0.375	0.0959	-0.934	4.0	1
Cc1ccc(S(=O)(=O)N(C)CCCC(=O)N2CCN(c3ccccn3)CC2)cc1	3.4	5.0%	-4.7	-0.6	-0.324	-0.0343	-0.43	-3.7	0.9
Cc1nc2ccccc2c(=O)n1-c1ccc(F)cc1	0.8	2.0%	-1.7	-7.1	0.823	0.142	-0.0756	-6.5	0.9
CNP1(NC)=Nc2nn(-c3ccccc3)c(N)c2C(c2ccccc2)=N1	-4.6	6.0%	12.3	-8.8	-0.715	-0.603	0.00862	1.6	1
O=c1c2ccccc2nc(-c2ccco2)n1-c1nccs1	2.0	1.0%	8.4	-7.3	0.164	0.454	0.0408	9.3	0.9
CN1CCc2nc3sc(C#N)c(N)c3c(-c3cccs3)c2C1	·	8.0%	·	16.4	-2.03	-0.484	-1.24	19.0	0.9
O=c1[nH]c(=O)n(CCc2ccccc2)c(O)c1C=NCCN1CCNCC1	·	2.0%	·	-3.3	-0.0196	0.0997	-0.907	-1.5	0.9
